# Bioassay records (PubChem BioAssay)
# HTR5A inv ctr – counter-screen for OPRM1-OPRD1 inverse agonists: human HTR5A inverse agonism | 340,000 tested, 0.083% active | P47898 | inhibition, % at 9.3 µM | HTR5A cell line, luminescence; in the data active = inhibition mostly above about 23%, no sharp cut-off; inactive = mostly below about 18%;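 also: 0% = cells with DMSO and 100% = no-cell wells with DMSO; some compounds called inactive have numbers as strong as hits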
# Target sequence (P47898 whole entry, looked up): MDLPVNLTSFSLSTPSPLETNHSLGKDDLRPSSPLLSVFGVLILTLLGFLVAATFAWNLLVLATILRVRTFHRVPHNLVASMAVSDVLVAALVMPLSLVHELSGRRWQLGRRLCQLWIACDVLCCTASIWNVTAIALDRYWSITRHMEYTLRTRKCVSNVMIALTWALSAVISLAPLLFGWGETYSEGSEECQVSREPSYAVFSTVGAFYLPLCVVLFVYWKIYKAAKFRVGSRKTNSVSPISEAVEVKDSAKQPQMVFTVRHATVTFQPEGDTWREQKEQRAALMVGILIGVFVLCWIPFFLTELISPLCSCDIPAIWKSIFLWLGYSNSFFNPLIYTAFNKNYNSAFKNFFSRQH
# AddAB inh – less growth of phage-infected E. coli with AddAB | AID 435030 | 330,000 tested, 0.29% active | inhibition, % at 11.9 µM | E. coli expressing H. pylori AddAB, absorbance growth; in the data active = inhibition above about 12%;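 also: 0% = vehicle wells of infected cells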
# Mot1-301 SUMO – inhibitors of SUMOylation pathway: yeast Mot1-301 growth rescue; S. cerevisiae Mot1-301 growth rescue, ATP luminescence, 38.5C; percent above DMSO median, 100 means doubled; growth rescue, % at 18.8 µM; 320,000 tested, 1% active;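 active = every valid replicate shows activation above 250% relative to neutral control wells; inactive = the rest, any valid replicate at or below 250%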;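 also: OY570 slx delta 5 strain wells were the positive control but not used for scaling; some compounds called inactive have numbers as strong as hits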
# PfHsp90 set2 – reduces growth (ATP signal) of yeast expressing P. falciparum Hsp90 | S. cerevisiae expressing PfHsp90, BacTiter-Glo ATP, 48 h; yeast lacking PDR1 and PDR3 efflux regulators | inhibition, % at 9.4 µM | 310,000 tested, 0.32% active | AID 504621;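 active = every replicate shows inhibition above about 80%, whatever the replicate mean, limit read from the data; inconclusive = mean inhibition reaches the set limit but some replicate falls short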;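 also: 0% = DMSO neutral controls and 100% = 20 µM radicicol positive controls; yeast relying on Plasmodium falciparum Hsp90 in place of its own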
# Tat export inh – blocks Tat-dependent protein export in E. coli; inhibition, % at 10 µM; 340,000 tested, 0.036% active; AID 488895; E. coli MC4100 TorA-mCherry Tat export, fluorescence;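 active = mean replicate inhibition at least 50% and at least half of replicates individually reaching 50%; inconclusive = only one of the two criteria met; inactive = neither criterion met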;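 also: exported cargo escapes ClpAP degradation while cytoplasmic cargo is degraded and loses fluorescence; 0% = median of neutral control wells and 100% = median of NaSCN control wells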
# phage Ecoli inh – E. coli growth loss with phage present. growth absorbance. inhibition, % at 11.9 µM. 360,000 tested, 0.26% active. AID 651602; in the data active = inhibition above about 11%
# PKA-R2B act – activates the human PKA-R2B holoenzyme complex | PKA-R2B holoenzyme dissociation, Cy5-IP20 fluorescence polarization; R2B truncated from residue 108, S112A mutant; 0% DMSO only, 100% 113 µM cGMP | activation, % at 11.4 µM | 340,000 tested, 0.079% active;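 active = activation above a cutoff set at the mean over all compounds plus 3 SD, cut at about 18% in these data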;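 also: higher means more holoenzyme dissociation and a rise in polarization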
# Target sequence (P31323 whole entry, looked up, other chains not shown, the tested form may be a part): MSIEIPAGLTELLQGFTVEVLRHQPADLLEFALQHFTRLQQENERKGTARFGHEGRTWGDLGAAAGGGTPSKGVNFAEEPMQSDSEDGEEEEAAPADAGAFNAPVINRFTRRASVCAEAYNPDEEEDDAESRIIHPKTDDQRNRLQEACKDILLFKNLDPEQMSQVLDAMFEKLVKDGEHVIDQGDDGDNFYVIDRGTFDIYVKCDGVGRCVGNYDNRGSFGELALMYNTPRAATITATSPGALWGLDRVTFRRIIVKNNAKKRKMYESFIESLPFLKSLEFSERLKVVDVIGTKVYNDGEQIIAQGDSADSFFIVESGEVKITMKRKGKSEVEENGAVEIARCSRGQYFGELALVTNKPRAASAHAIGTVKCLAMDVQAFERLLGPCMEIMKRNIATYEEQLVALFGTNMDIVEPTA
# OPRM1-OPRD1 inv – mu-delta opioid heterodimer inverse agonism. P35372+P41143. cell-based MOR-DOR heterodimer luminescence. inhibition, % at 9.3 µM. 340,000 tested, 0.21% active. AID 504357; in the data active = inhibition above about 22%, passing the limit was not always enough;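 also: 0% = cells with DMSO and 100% = wells without cells with DMSO; values of inactives mirror those of a sister screen read the other way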
# PKA-R1A act – PKA-R1A complex activation; P00514+P68181; PKA-R1A dissociation, Cy5-IP20 fluorescence polarization; scaled: DMSO 0%, 113 µM cGMP 100%; activation, % at 11.4 µM; 340,000 tested, 0.083% active;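 active = percent activation above the mean of all tested compounds plus 3 SD, cut at about 19% in these data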;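 also: higher means more PKAc released from R1A so a rise in polarization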
# OPRM1-OPRD1 ag – agonists of human mu-delta opioid receptor heterodimerization; 340,000 tested, 0.3% active; P35372+P41143; activation, % at 9.3 µM; cells, OPRM1-OPRD1 heterodimerization, luminescence; in the data active = activation above about 18%;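 also: 0% = vehicle-treated cells and 100% = reference agonist; values of inactives mirror those of a sister screen read the other way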
# E coli growth – counter-screen for AddAB inhibitors: E. coli growth inhibition; E. coli V3065 growth, OD600 absorbance, 18 h; inhibition, % at 11.9 µM; 330,000 tested, 0.27% active;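 active = inhibition above the campaign's mean inhibition across all tested compounds plus 3 SD, cut at about 9.9% in these data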;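 also: uninfected addAB+ strain grown without phage in ampicillin broth; 0% = DMSO wells and 100% = ciprofloxacin 0.95 µg/ml wells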
# Starred values were filed as active, the others as inactive; ? = inconclusive; nt = not tested or not shown; & = joins results of further samples.
SMILES,HTR5A inv ctr,AddAB inh,Mot1-301 SUMO,PfHsp90 set2,Tat export inh,phage Ecoli inh,PKA-R2B act,OPRM1-OPRD1 inv,PKA-R1A act,OPRM1-OPRD1 ag,E coli growth
COc1ccc(OC)c(NC(=O)c2cccc(N3C(=O)C4C5CCC(C5)C4C3=O)c2)c1 (stereo unspecified),-6,2.9,-11,-3,-12,0.4,2,0,-8,0.0,2.0
Cc1coc2cc3oc(=O)c(CCC(=O)O)c(C)c3cc12,-7,1.1,3,-11,-7,0.5,-6,16,-1,-2.9,0.4
Cc1ccc(NC(=O)COC(=O)CCC(=O)c2cccs2)c(Br)c1,-11,1.3,nt,-1,-1,-0.4,-11,4,10,-1.0,-0.5
COc1ccccc1CN1CCCC(CN(CCN(C)C)C(=O)C2CCCC2)C1 (stereo unspecified),-15,0.0,-5,-17,2,2.5,3,-5,4,1.0,-2.0
O=C(Nc1nnc(CCS(=O)(=O)c2ccc(Br)cc2)s1)c1ccc([N+](=O)[O-])cc1,-14,5.8,309,5,-1,3.0,1,8,1,-1.4,3.7
O=C(COCCOCC(=O)N(c1ccccn1)C1CCCCC1)N(c1ccccn1)C1CCCCC1,-36,-1.9,-7,3,-4,-0.8,-5,15,14,-2.6,-0.3
CCOc1ccccc1CN1CCN(Cc2ccon2)CC1CCO (stereo unspecified),3,3.1,817*,19,-6,-0.8,4,-2,2,0.4,2.7
Cc1cc(C)c(NC(=O)C2C3/C=C\CCCCC32)c(C)c1 (stereo unspecified),-13,3.3,-25,nt,10,1.2,1,-11,-11,1.9,-0.7
Cc1ccc(C(=O)C2CCOC(C)(C)C2)cc1 (stereo unspecified),-22,1.0,-6,4,3,1.2,-7,-2,1,0.2,1.3
COc1cc(NC(=O)Cn2cnc3sc(C)c(S(=O)(=O)N4CCOCC4)c3c2=O)cc(OC)c1OC,-4,2.8,-12,3,10,1.8,-2,3,4,-0.4,0.9
O=C1C(C=Nc2ccccc2O)=C(O)c2ccccc21,-22,-0.4,-17,20,4,-1.1,-13,4,2,-0.8,-3.7
COc1ccc(C(CC(=O)N2CCCC2)c2c(OC)cc(OC)c3c(-c4ccccc4)cc(=O)oc23)cc1 (stereo unspecified),7,1.6,-6,1,7,1.6,-2,11,4,-1.9,-2.6
Nc1ccn([C@H]2C[C@H](O)[C@@H](CO)O2)c(=O)n1,2&-3,-2.4&0.2,13&0,0&8,-10&13,0.4&2.2,-3&-3,-2&-2,1&-12,0.5&0.4,-0.9&0.4
O=C(NC1CCCC1)C1CC(c2ccc(F)cc2)=NO1 (stereo unspecified),-9,2.3,8,11,-2,0.9,-12,-7,-7,1.4,0.9
CCN(CCO)C(=S)Nc1cc(S(=O)(=O)N(C)C)ccc1C,0,2.9,-9,-7,-7,3.5,6,3,-7,-0.6,1.8
Cc1ccc(SCC(=O)N2CCN(c3ccccn3)CC2)cc1,-16,-1.1,-2,2,-1,1.9,-3,4,-5,-0.7,-1.8
O=C(NC12CC3CC(CC(C3)C1)C2)c1ccc(N2CCNCC2)c([N+](=O)[O-])c1,0,2.2,-3,0,5,1.2,1,-2,-4,0.3,-1.2
Cc1cc(C)c(NC(=O)c2cccs2)c(C)c1NC(=O)c1cccs1,-7,-2.4,2,-9,3,0.6,2,9,1,-1.5,-0.1
Cc1nc(-c2ccccc2)nc2[nH]c(=O)n(-c3ccccc3)c(=O)c12,8,2.3,76,7,-7,1.6,-7,3,-7,-0.7,-0.8
O=C(Cc1ccccc1)Nc1ccc(N2CCCCC2)cc1,-25,1.1,-16,-6,19,4.1,4,-5,-4,0.8,0.8
Cc1ccc(-c2ccc(/C=N\n3cnnc3)o2)c(Br)c1,9,-0.3,-10,-10,9,0.4,16,6,8,-1.2,-1.3
O=C(NCn1ccc(=O)[nH]c1=S)c1ccccc1,-9,2.6,-14,5,-10,1.4,1,13,1,-3.2,-1.6
O=C(COC(=O)Cn1nnc2ccccc21)Nc1ccccc1Br,21,4.3,-6,21,1,2.1,-3,3,-3,-0.5,-1.3
Cc1cc(NC(=O)CCCN2C(=O)/C(=C/c3cccs3)SC2=S)no1,0,4.7,-4,2,-7,1.7,-15,6,-5,-1.1,0.2
O=C(c1cc([N+](=O)[O-])ccc1Cl)N1c2ccccc2Sc2ccccc21,-10,1.0,-16,-8,5,2.2,-8,-21,-2,4.1,1.0
CCn1cc(C(=O)N2CCc3ccccc32)c(=O)c2cc(S(=O)(=O)N(C)C3CCCCC3)ccc21,6,2.1,0,-17,4,0.6,-1,-14,-12,2.4,-0.3
O=C(CSc1ccc(F)cc1)N1CCOCC1,-12,-0.8,-19,-4,3,0.6,-1,14,3,-3.2,1.4
COc1cccc(C2NC(=O)NC(C)=C2C(=O)OCCSC)c1OC (stereo unspecified),-16,1.6,1,10,-4,-0.5,-17,4,-4,-0.6,-1.6
Cn1cccc1/C=C1\Cc2ccccc2C1=O,-8,3.5,-29,25,-3,0.9,1,11,-13,-2.2,1.5
CSCCC(NC(=O)c1ccco1)C(=O)OC(C)C(=O)NC(=O)NC1CCCCC1 (stereo unspecified),1,2.5,-18,66,-6,3.0,13,7,-2,-1.3,-4.9
Cc1nc2c(sc(=S)n2Cc2ccco2)c(=O)n1CC(=O)Nc1ccccc1Cl,-10,-0.9,-7,-9,?,-0.9,-8,8,-4,-1.5,0.1
O=C(c1c(F)cccc1F)N1CCN(CCOc2ccccc2)CC1,-15,-0.2,-7,-9,-1,1.7,1,14,-1,-3.1,-0.6
CC(C)CC1CC(=O)OC1(C)C(=O)CSc1nc2ccccc2s1 (stereo unspecified),16,1.2,-3,-3,0,0.8,2,-3,2,0.7,0.5
CC1CC(C)CN(CCCNC(=O)C2CCC(=O)N2C2CCCC2)C1 (stereo unspecified),-19,1.3,-7,5,-3,0.8,10,-15,3,2.7,0.0
Cc1c(NC(=O)C(C)OC(=O)CNC(=O)c2ccc(C(C)(C)C)cc2)c(=O)n(-c2ccccc2)n1C (stereo unspecified),9,-0.2,943,nt,-7,2.3,6,2,1,-0.3,-1.0
Cc1ccccc1NS(=O)(=O)c1ccc(C(=O)NCCCN2CCOCC2)cc1,-15,0.5,9,32,8,2.3,-8,-44,-4,6.7,0.8
Cc1ccccc1C(=O)Nc1cccc(NC(=O)c2ncn[nH]2)c1,-7,1.1,-11,-8,-3,6.5,-1,19,-2,-3.0,1.6
O=C(O)/C=C/c1ccc(S(=O)(=O)Nc2ccc3[nH]c(=O)[nH]c3c2)cc1,-22,2.7,-7,4,5,0.4,-1,-33,-10,4.7,0.4
C=CCc1c(C)nc(SCC(=C)C)[nH]c1=O,-25,2.1,-2,-7,-6,3.4,7,-20,-7,4.0,2.3
Cc1nn(-c2ccc(Cl)cc2)c(Cl)c1/C=C(\C#N)C(N)=O,4,1.2,-4,-93,-1,3.6,-7,3,-1,-0.6,-0.7
COC(=O)c1cc2sccc2n1Cc1nc(-c2ccc(Cl)cc2)oc1C,-2,2.5,36,nt,1,2.5,5,-1,7,0.2,1.0
NC(=O)[C@@H]1CCCNc2c(I)cc([N+](=O)[O-])cc2C(=O)N[C@@H](CCC(=O)O)C(=O)N[C@@H](CO)C(=O)N1,23,2.4,20,-6,1,nt,-5,-5,-6,1.0,-1.8
O=C(NCc1cc(C(F)(F)F)ccc1F)C1CCC(=O)N(C2CC2)C1 (stereo unspecified),16,5.4,-8,-9,2,0.1,1,5,8,-0.9,-2.3
CCN(CC(=O)Nc1c(F)cccc1F)C(=O)CCc1c[nH]c2ccccc12,22,-0.2,nt,9,0,3.5,2,12,-6,-2.2,-1.6
CN(C)S(=O)(=O)n1cnc([C@H]2c3c(ncn3Cc3ccccc3)C[C@H]3COC(=O)[C@@H]32)c1,10,0.3,2,0,-12,0.6,-7,22,-20,-3.9,-1.7
COCCNC(=O)CN1CCC(n2c(C)nc3cc(C(F)(F)F)ccc32)CC1,8,-0.7,-17,nt,0,3.1,-1,2,-6,-0.3,0.2
CCC1=NN2C(=N)/C(=C\c3ccc(OCCOc4ccccc4OC)cc3)C(=O)N=C2S1,-35,-2.2,-28,13,0,2.5,-13,12,0,-2.5,-2.5
CCOC(=O)NN1C(=O)c2ccccc2NC1c1ccccn1 (stereo unspecified),15,-0.2,267,10,-10,1.1,3,13,2,-2.5,-0.5
O=C(N/N=C/c1ccsc1)C1CC1,-7,2.9,nt,-18,3,1.0,-2,-3,4,0.6,0.2
COc1ccc(/C=N/N2C(=O)C3C4C=CC(CC4)C3C2=O)c(OC)c1 (stereo unspecified),-4,-0.1,3,23,-7,0.4,0,10,-2,-2.1,-0.9

# (continued)
SMILES,HTR5A inv ctr,AddAB inh,Mot1-301 SUMO,PfHsp90 set2,Tat export inh,phage Ecoli inh,PKA-R2B act,OPRM1-OPRD1 inv,PKA-R1A act,OPRM1-OPRD1 ag,E coli growth
Cc1ccc(S(=O)(=O)N2CCOCC2)cc1NC(=O)COC(=O)CSc1ccc(Br)cc1C,-1,2.1,nt,nt,-9,0.6,8,-1,-1,0.2,-1.7
CCCCC(=O)Nc1ccc(C(=O)Nc2nnc(COC)s2)cc1,2,0.9,-11,7,5,3.4,-4,10,-6,-1.9,-1.4
OC(CCc1cccc(Cl)c1)c1cccs1 (stereo unspecified),16,1.6,-21,14,6,0.2,-7,-21,2,3.6,0.9
N=c1sccn1CC(=O)Nc1ccc(SC(F)F)cc1,6,2.3,-14,nt,-5,5.1,2,12,-7,-2.5,2.5
C=CCN(c1ccccc1C(=O)NCC(=O)O)S(=O)(=O)c1ccc(C)cc1,-12,0.5,-4,-9,3,-1.6,2,15,-1,-2.9,1.0
Cc1ccc(-n2nc3c(=O)n(CC(=O)NCCCc4ccccc4)nc(C)c3c2C)cc1,-15,1.6,12,-7,0,0.3,-9,6,-10,-1.1,-0.2
CCOC(=O)[C@H](CCc1ccccc1)N[C@@H](C)C(=O)N1C(C(=O)O)C[C@@H]2CCC[C@@H]21 (stereo partly specified),7,-0.5,-4,3,2,1.5,10,-3,-7,0.6,0.4
CC1CCCC(C)N1S(=O)(=O)c1ccc(NC(=O)CCN2C(=O)C3CC=CCC3C2=O)cc1 (stereo unspecified),-4,nt,nt,-15,5,2.5,-6,18,-8,-3.5,nt
O=C(CSc1ncnc2c1sc1ccccc12)Nc1ccc(Br)cc1,-3,-0.1,6,-7,-4,2.8,3,4,-8,-0.8,-3.1
Cc1ccsc1C(=O)NNC(=O)COc1ccc(Br)cc1,-3,-0.8,7,-3,-3,5.3,-2,10,6,-2.5,-1.1
